Screens: PubChem BioAssay, several laboratories
IEC-6 cytotox: counter-screen for KLF5 inhibitors: cytotoxicity in IEC-6 cells; IEC-6 cytotoxicity, luminescence viability; inhibition, % at 5 µM; hit rate 0.78% among 290,000; AID 1825; in the data active = inhibition above about 22%;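 also: 0% = plate median of test compound wells and 100% = cytotoxic reference compound wells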
GSK3beta inhib: human GSK3beta kinase inhibition | AID 2097 | GST-GSK3beta kinase, ADP-Glo luminescence, 60 min; active compounds read low | activity score (negative = inhibition), % at 10 µM | hit rate 0.038% among 300,000;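 active = more than half of replicate wells score below -50%, meaning over 50% inhibition versus plate controls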;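 also: 0% = median DMSO wells and -100% = median GW8510 positive control wells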
Target sequence (P49841 whole entry, looked up): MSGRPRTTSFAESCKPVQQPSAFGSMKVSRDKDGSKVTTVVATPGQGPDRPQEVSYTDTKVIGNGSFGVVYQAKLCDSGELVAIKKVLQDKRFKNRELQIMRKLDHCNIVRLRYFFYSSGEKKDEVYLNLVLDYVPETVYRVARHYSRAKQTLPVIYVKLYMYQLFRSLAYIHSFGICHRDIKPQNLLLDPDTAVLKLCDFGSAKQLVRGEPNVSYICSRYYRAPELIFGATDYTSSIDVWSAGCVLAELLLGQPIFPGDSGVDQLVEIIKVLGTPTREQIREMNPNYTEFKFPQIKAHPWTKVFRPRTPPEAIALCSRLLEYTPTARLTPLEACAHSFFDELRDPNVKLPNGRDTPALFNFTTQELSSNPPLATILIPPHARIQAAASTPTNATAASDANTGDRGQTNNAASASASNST
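test system = GST-tagged human GSK3beta kinase, cell-free | reagent = 25 µM ATP with peptide substrate | dosing = one dose of 10 µM per compound | schedule = 60 min reaction, RT | detection = luminescent ADP-Glo measurement of ADP formed | control set = DMSO neutral wells and GW8510 at 20 µM as positive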
aSyn 5UTR inh: MLPCN primary screen, SNCA 5' untranslated region; alpha-synuclein 5'UTR reporter, inhibitor activity; inhibition, % (tested at 7.5 µM); hit rate 0.82% among 300,000; AID 1813; in the data active = inhibition above about 60%;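 also: H4 neuroglioblastoma cells stably carrying SNCA 5'UTR luciferase fusion; 0% = DMSO wells and 100% = positive control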
AI-2 QS modul: Vibrio harveyi AI-2 quorum sensing modulation; activity change, % at 7.5 µM; Vibrio harveyi JMH597 AI-2 luminescence/OD600 ratio, 9 h; active compounds read low; strain lacks LuxN and CqsS sensors; 0 = neutral-control median; hit rate 0.4% among 300,000; in the data active = activity change below about -75%, passing the limit was not always enough;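 also: luminescence divided by OD600 gain over 9 h not by final OD600 alone; inactives centre near 13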
PolyA inh: yeast polyadenylation inhibition; S. cerevisiae SKY197-pL101 polyadenylation reporter, beta-gal luminescence; efflux-impaired pdr1/pdr3 knockout yeast; score 100 = 6 SD above DMSO; calls only at 12 µM; hit rate 0.02% among 300,000; AID 1875;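 active = lowest replicate activity score at least 50, where 100 means six control SD above control mean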;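 also: yeast exposed to compound for 9 h at 30 °C; higher score means more reporter readthrough which indicates perturbed polyadenylation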
HSP90 refold inh: inhibitors of HSP90 luciferase refolding in rabbit reticulocyte lysate; luciferase refolding luminescence, 3 h; inhibition, % at 5.6 µM; hit rate 0.91% among 290,000; AID 1789;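 active = inhibition above the screen-wide mean plus 3 SD, computed separately per campaign, cut at about 16% in these data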;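 also: 0% = DMSO wells and 100% = 60 µM geldanamycin wells; inhibitors lower the luminescence because luciferase stays unfolded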
HSF1 activator: increases HSF-1 driven luciferase reporter signal; NIH3T3-HGL HSF-1 luciferase reporter, MG132, 8 h; 100% = twice DMSO control signal; activation, % at 9 µM; hit rate 1.7% among 300,000;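 active = mean replicate activation of at least 50% with a set share of replicates each reaching 50%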;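 also: 0% = median of the neutral control wells and 100% = twice that signal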
GSK3 alpha inh: inhibitors of human GSK-3 alpha kinase. ADP-Glo luminescence, 60 min. P49840. inhibition, % at 10 µM. AID 2650. hit rate 0.1% among 320,000;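 in the data active = inhibition above about 50%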;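 also: GST-tagged GSK-3 alpha with peptide substrate and 25 µM ATP; 0% = DMSO neutral wells and 100% = GW8510 positive control wells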
Target sequence (P49840 whole entry, looked up): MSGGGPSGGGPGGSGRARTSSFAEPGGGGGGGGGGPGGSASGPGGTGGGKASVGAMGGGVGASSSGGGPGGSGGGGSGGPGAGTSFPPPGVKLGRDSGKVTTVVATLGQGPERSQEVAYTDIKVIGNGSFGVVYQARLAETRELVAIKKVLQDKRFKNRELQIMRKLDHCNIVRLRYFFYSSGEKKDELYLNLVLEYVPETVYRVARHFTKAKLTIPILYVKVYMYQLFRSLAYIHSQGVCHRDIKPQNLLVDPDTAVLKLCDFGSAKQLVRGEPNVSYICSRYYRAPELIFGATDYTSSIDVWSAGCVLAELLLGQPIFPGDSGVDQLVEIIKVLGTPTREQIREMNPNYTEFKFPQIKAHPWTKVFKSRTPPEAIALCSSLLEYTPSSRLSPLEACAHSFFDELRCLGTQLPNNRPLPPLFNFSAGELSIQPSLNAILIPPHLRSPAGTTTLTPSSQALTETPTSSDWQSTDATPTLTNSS
KLF5 inhibitor: inhibitors of KLF5 expression | hit rate 0.23% among 290,000 | AID 1700 | DLD-1 KLF5 promoter-luciferase reporter, luminescence | inhibition, % at 5 µM;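 active = inhibition above a per-plate limit of that plate's mean compound inhibition plus 3 SD, cut at about 60% in these data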;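 also: 0% = DMSO wells and 100% = LY294002 at 200 µM; higher means less KLF5 promoter-driven luciferase light; inactives centre near -14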
HSF1 inhib: HSF1 inhibition; activity change, negative = inhibition, % at 7.5 µM (by protocol); NIH3T3-HGL HSE-luciferase, MG132-induced, luminescence 8 h; active compounds read low; hit rate 0.77% among 300,000;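 active = more than half of replicate wells show activity change below -50%, luminescence cut by over half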;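 also: luciferase reports HSF-1 transcriptional activity via heat shock element; 0% = median of DMSO wells and -100% = zero luminescence signal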
* marks the source's active call; other numbers are inactive results; i = inactive; · = not tested or not shown. An excerpt; count on the stated rates, not on these rows.

Values run as follows: IEC-6 cytotox, GSK3beta inhib, aSyn 5UTR inh, AI-2 QS modul, PolyA inh, HSP90 refold inh, HSF1 activator, GSK3 alpha inh, KLF5 inhibitor, HSF1 inhib
- CCOc1cc(S(=O)(=O)NC2CC(C)(C)NC(C)(C)C2)ccc1Cl
 : -3, 5, 5, 14, i, -3, 10, -2, -28, -1
- O=S(CC1CC1(Cl)Cl)CC1CC1(Cl)Cl (stereo unspecified)
 : 0, 4, 23, 7, i, 4, 12, 1, -10, -2
- CCOC(=O)Cn1nc(/C=C/c2ccccc2)ccc1=O
 : 0, -7, -14, 7, i, -1, -1, 0, 3, 1
- Cc1c(Cl)cccc1NC(=S)NCCc1ccccn1
 : 4, 2, 17, 14, i, 3, -1, 1, -10, -2
- CCCCNC(=S)NC(=O)c1ccc(Cl)cc1Cl
 : 4, -1, -6, 19, i, 0, 5, 0, -15, -1
- COc1ccc(NC(=O)COC(=O)COc2cccc(Br)c2)cc1OC
 : -7, -4, -17, 5, i, -1, 6, -1, -17, 0
- CC1=CC(=C2C(=O)c3ccccc3C2=O)C=C(C)N1C
 : -1, 1, -132, 4, i, -1, 23, -4, -124, 14
- O=C(COc1ccc(C(=O)c2ccccc2)cc1)NC1CCCCC1
 : 4, 2, 1, 8, i, 1, 1, -4, -11, 1
- Cc1ccc(N(CC(=O)NCc2ccco2)C(=O)CCC(=O)Nc2nccs2)c(C)c1
 : -2, ·, 19, ·, i, -1, -4, 2, -20, -12
- S=C(Nc1ccc(Cl)cc1Cl)N1CCCC1
 : 1, 2, -15, 17, i, 0, 1, -1, -31, 6
- CCNC(=O)NC(=O)C(C)Sc1nc2ccccc2c(=O)n1-c1cccnc1 (stereo unspecified)
 : -1, 1, 18, 11, i, -1, 11, 1, -9, -1
- COc1ccccc1C(=O)NC(CCSC)C(=O)NCCCn1nc(C)cc1C (stereo unspecified)
 : ·, 4, -8, 12, i, ·, -7, -2, ·, 2
- C#Cc1cccc(C(=O)N2CCCC(CCC(=O)NCc3ccccc3F)C2)c1 (stereo unspecified)
 : -2, 0, -29, 8, i, -1, -2, 2, -34, 3
- O=C(Cn1nnc(-c2cccs2)n1)N1CCOCC1
 : -5, -1, -21, -17, i, 1, 2, 0, -41, -16
- CCOCCn1c(=O)c2c(nc3n2CCN3c2ccc(C)cc2)n(C)c1=O
 : ·, 2, 12, -1, i, ·, 1, -2, ·, -1
- O=C(COc1ccc(Cl)cc1)NCc1nnc(SCC(=O)NC2CCCC2)o1
 : -6, 0, 26, 21, i, -2, 18, -1, 10, 2
- Cn1c(CN2CCOCC2)nnc1SCC(=O)Nc1cc(Cl)ccc1Cl
 : -4, -4, 10, 8, i, 2, -4, -2, -27, -7
- CCOC(=O)C1=C(C)N(C)C(=O)NC1c1cc2c(cc1Br)OCO2 (stereo unspecified)
 : -5, 0, -1, -4, i, -1, -13, 2, -37, -4
- CN(C)CCSc1nc(N)c2c3c(sc2n1)COC(C)(C)C3
 : 4, -2, -31, 18, i, 2, 19, -1, -21, 4
- COc1cccc(C2SCC(=O)N2c2ccc(Cl)cc2)c1OC (stereo unspecified)
 : 4, 0, 1, 41, i, 10, 18, -5, 4, -1
- CN(CCO)C(=O)c1cccc2c1-c1ccccc1C2=O
 : 1, 0, -13, 17, i, -4, -9, 1, -13, -7
- COc1ccc(CC(=O)N2CCN(C(=O)Cc3ccc(OC)cc3)CC2)cc1
 : -5, 6, 3, 9, i, 0, 10, -1, -13, 0
- O=C1CCCCC1Oc1ccc2ccc(=O)oc2c1 (stereo unspecified)
 : -6, 1, 2, 14, i, -2, -2, -2, -18, 7
- CCC(Sc1nc2c(c(=O)n1CC)SC(C)C2)C(=O)OC (stereo unspecified)
 : 3, -1, 6, 3, i, 0, -4, 4, 0, -3
- CCN1CCN(c2ccc(S(=O)(=O)N3CCCCC3)cc2NC(=O)c2ccc(OC(F)F)cc2)CC1
 : ·, 2, -13, 29, i, ·, 11, -3, ·, -5
- CCSc1ccccc1C(=O)NCc1ccc(OC)cc1
 : -16, 2, 32, 12, i, -5, -5, -8, -16, 2
- Cc1cccc(Nc2cc(C)nc3ccccc23)c1
 : 3, -1, 18, -18, i, -6, 3, 0, -27, -4
- COc1cccc(/C=N/NC(=O)CNC(=O)COc2ccccc2)c1O
 : 8, 4, 15, 7, i, 0, 4, -1, 26, 1
- Cc1c(C(=O)N2CCOCC2)cc(C(C)(C)C)n1-c1ccccc1
 : 7, 2, 0, 0, i, 4, 16, 2, -19, 11
- COc1ccc(OC)c2[nH]c(=O)c(CCNC(=O)C(C)C)cc12
 : 2, 2, -7, 2, i, 0, -4, -1, 7, 2

Ordered by molecular weight (low to high): 4 of the compounds above
Values run as follows: IEC-6 cytotox, GSK3beta inhib, aSyn 5UTR inh, AI-2 QS modul, PolyA inh, HSP90 refold inh, HSF1 activator, GSK3 alpha inh, KLF5 inhibitor, HSF1 inhib
- Cc1cccc(Nc2cc(C)nc3ccccc23)c1
 : 3, -1, 18, -18, i, -6, 3, 0, -27, -4
- CCCCNC(=S)NC(=O)c1ccc(Cl)cc1Cl
 : 4, -1, -6, 19, i, 0, 5, 0, -15, -1
- CN(C)CCSc1nc(N)c2c3c(sc2n1)COC(C)(C)C3
 : 4, -2, -31, 18, i, 2, 19, -1, -21, 4
- O=C(COc1ccc(Cl)cc1)NCc1nnc(SCC(=O)NC2CCCC2)o1
 : -6, 0, 26, 21, i, -2, 18, -1, 10, 2

(continued)
Values run as follows: IEC-6 cytotox, GSK3beta inhib, aSyn 5UTR inh, AI-2 QS modul, PolyA inh, HSP90 refold inh, HSF1 activator, GSK3 alpha inh, KLF5 inhibitor, HSF1 inhib
- COc1ccc(C(C(=O)NC(C)(C)C)N(C(=O)CCC(=O)Nc2cc(C)on2)c2ccccc2F)cc1 (stereo unspecified)
 : 2, -1, 3, -1, i, 2, 27, 1, 6, -2
- Cc1cc(N2C(=O)C(O)=C(C(=O)c3cccs3)C2c2cccc(O)c2)no1 (stereo unspecified)
 : 3, 1, 2, 9, i, -1, 29, 0, -48, -2
- Cc1nn(C)c(C)c1CCC(=O)NC1CC(C)(C)Cc2c1cnn2-c1ccccc1 (stereo unspecified)
 : -6, 1, -4, 13, i, 0, 8, 0, -11, 7
- CCOc1ccc(S(=O)(=O)N2CCN(CC)CC2)cc1NC(=O)c1ccccc1F
 : 4, -1, 6, 7, i, 1, -1, 0, -12, -4
- O=C1/C(=C/c2cccnc2)Cc2ccc(Cl)cc21
 : ·, 3, 6, 22, i, ·, 4, 6, ·, -1
- CCSc1nnc(NC(=O)CSc2nccn2-c2cccc(C)c2C)s1
 : 2, 0, -14, 16, i, 1, -4, -3, -14, -1
- CC(O)(CS(=O)(=O)Cc1ccc(Cl)cc1)C(=O)Nc1cccc(C(F)(F)F)c1 (stereo unspecified)
 : -2, 4, -24, 24, i, -1, 15, -3, 1, 9
- Cc1ccc(C)c(C(=O)COC(=O)C(C)N2C(=O)C3C4CCC(C4)C3C2=O)c1 (stereo unspecified)
 : 2, -1, 1, 4, i, 5, -5, ·, -15, -7
- CC(C)N1C(=O)c2ccccc2N(Cc2ccccc2)S1(=O)=O
 : 0, 5, -2, 17, i, 9, 0, 0, 14, -2
- COc1ccc(CCn2ccc(O)c(Cc3ccc(Cl)cc3)c2=O)cc1OC
 : 7, 2, 15, 18, i, 3, 15, 0, -1, 2
- COc1ccc(NC(=O)CN(C)C(=O)c2cccc(S(=O)(=O)Nc3ccc(OC)cc3)c2)cc1
 : ·, 1, 11, 7, i, ·, 4, -1, ·, -7
- O=C(COC(=O)c1ccccc1C(=O)N1CCN(c2ccccc2)CC1)Nc1ccccc1
 : 2, 3, -14, 21, i, 1, 47, -2, 0, 12
- C=CCOc1ccc(CNn2c(C)n[nH]c2=S)cc1OC
 : 5, 1, -25, 32, i, -6, 7, 10, -21, 2
- CCc1nc2ccc(C(=O)Nc3ccc(NC(C)=O)cc3)cc2nc1CC
 : 4, 2, 10, -14, i, 7, 26, -1, 0, 2
- CC1(C)CC(=O)C2=C(C1)c1c(ccc3ccccc13)NC2c1ccco1 (stereo unspecified)
 : 0, -3, -193, 25, i, 5, 92*, 0, -111, 63

2 entries from above, set out differently.
> O=C1/C(=C/c2cccnc2)Cc2ccc(Cl)cc21
  IEC-6 cytotox = · | GSK3beta inhib = 3 | aSyn 5UTR inh = 6 | AI-2 QS modul = 22 | PolyA inh = i | HSP90 refold inh = · | HSF1 activator = 4 | GSK3 alpha inh = 6 | KLF5 inhibitor = · | HSF1 inhib = -1
> COc1ccc(CCn2ccc(O)c(Cc3ccc(Cl)cc3)c2=O)cc1OC
  IEC-6 cytotox = 7 | GSK3beta inhib = 2 | aSyn 5UTR inh = 15 | AI-2 QS modul = 18 | PolyA inh = i | HSP90 refold inh = 3 | HSF1 activator = 15 | GSK3 alpha inh = 0 | KLF5 inhibitor = -1 | HSF1 inhib = 2

Other results:
mol | IEC-6 cytotox | GSK3beta inhib | aSyn 5UTR inh | AI-2 QS modul | PolyA inh | HSP90 refold inh | HSF1 activator | GSK3 alpha inh | KLF5 inhibitor | HSF1 inhib
O=S(=O)(Nc1ccc(F)cc1)c1ccc(NS(=O)(=O)c2cccs2)cc1 | 1 | 2 | 14 | 26 | i | -3 | 6 | -1 | -5 | -9
CCN(CC)c1ccc(C(=O)NNC(=O)CN2C(=O)NC3(CCCCC3)C2=O)cc1 | · | 0 | -11 | 7 | i | · | 5 | · | · | -4
CCCCN(C)CCN1C(=O)C2C(C(=O)Nc3ccc(Cl)cc3)C3C=CC2(O3)C1C(=O)NC1CCCCC1 (stereo unspecified) | 0 | · | -14 | · | · | 0 | -4 | -1 | -12 | -4
Cn1c(SCC(=O)NC2CC2)nnc1C1CC1 | -9 | 3 | -3 | 33 | i | 4 | 28 | 0 | -45 | -2
O=C(O)/C=C/c1ccc2ccccc2n1 | -1 | 0 | -64 | 19 | i | 0 | -6 | -3 | -16 | -2
CSc1nc(O)c(Nc2cccc(Cl)c2)c(=O)[nH]1 | 4 | 0 | 3 | 31 | i | 3 | -10 | 0 | -12 | 1
COc1ccc(C(C(=O)NC2CCCCC2)N(C(=O)c2ccco2)c2ccccc2C(C)=O)cc1OC (stereo unspecified) | 5 | -5 | 11 | 17 | i | 1 | 8 | -2 | 13 | -3
CCn1c(N2CCN(CC(=O)Nc3cccc(C)c3C)CC2)nc2ccccc21 | 1 | 2 | 10 | 5 | i | -1 | 26 | · | -7 | -2
CC(C)c1ccc(CCNC(=O)CCNC(=O)c2ccc(Br)cc2)cc1 | 2 | 0 | -6 | 21 | i | -1 | 4 | -1 | -17 | -3
C/C=C/Cn1cccc(C(=O)Nc2ccc(OC)cc2)c1=O | -1 | 1 | -47 | -1 | i | -2 | 15 | -1 | -84 | 12
COc1ccc(N(CC(=O)NCCc2ccccc2)C(=O)c2csnn2)cc1OC | -2 | -12 | 0 | 40 | i | 0 | 36 | -3 | -14 | -5
Cc1cccc(NC(=O)CC(C)(C)C)c1 | -6 | 0 | 17 | -1 | i | -4 | 30 | 1 | 2 | 11
O=C(NCCCN1CCN(c2ccccc2F)CC1)C1CCN(S(=O)(=O)c2cccs2)CC1 | 2 | -5 | 9 | 12 | i | 3 | 3 | 3 | -22 | -1
